Tau fluor counter = counter-screen for tau fibril formation inhibitors. AID 1463. Potency, µM (titrated, usually from 57.7 µM), for inactives: at the top dose activity change, negative = decrease. 0.93% of 280,000 active. tau K18 P301L Alexa594 fluorescence, heparin fibrillization; further: nearly all actives have a fitted effect of over 55% in size
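Human tau K18 P301L (15 uM unlabeled, 0.24 uM Alexa 594-labeled) in 100 mM sodium acetate pH 7 with 20 uM heparin, 6 hr at 37 C. ThT 30 uM added, 1 hr ambient; Alexa 594 FP and total fluorescence read at 555/632 nm.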
L3MBTL1 block = inhibitors of human L3MBTL1 | Q9Y468 | Potency, µM (highest dose often 57.1 µM), for inactives: top-dose activity, negative = inhibition, hits mostly inhibitors | AlphaScreen L3MBTL1–H3K9me1 peptide binding | 0.66% of 230,000 active | AID 485360; further: nearly all actives have a fitted effect of over 60% in size
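Read-out is AlphaScreen signal from streptavidin donor and nickel chelate acceptor beads (10 ug/mL final each) bridging L3MBTL1 (50 nM) and biotinylated K9-monomethylated H3(1-15) peptide (75 nM), after 30 min compound exposure at room temperature.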
Tau FP inhib = tau fibrillization inhibition (FP); P10636; K18 P301L tau heparin fibrillization, Alexa594 FP, 6 h; Potency, µM (doses to about 57.7 µM), for the others: top-dose activity, negative = inhibition, most hits filed as inhibitors; 0.39% of 280,000 active; AID 1468; further: nearly all actives have a fitted effect of over 55% in size
Target sequence (P10636 561-689 P618L limits assumed): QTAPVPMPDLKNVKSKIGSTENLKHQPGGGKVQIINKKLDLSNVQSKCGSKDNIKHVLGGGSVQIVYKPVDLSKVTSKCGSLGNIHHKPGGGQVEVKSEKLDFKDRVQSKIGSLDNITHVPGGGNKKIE
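Recombinant K18 P301L […], labeled with Alexa 594 at 0.24 uM over 15 uM unlabeled; heparin inducer 20 uM final; 37 C, 6 hr; FP endpoint.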
GLA spleen mod = alpha-galactosidase A (human) modulation; P06280; human spleen homogenate, 4MU-alpha-Gal fluorescence, 40 min; Potency, µM (series often up to 80 µM), without a hit: top-dose activity change, negative = inhibition, actives largely listed as inhibitors; 0.008% of 240,000 active; AID 2107;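 further: 0% = enzyme with vehicle and -100% = no enzyme basal signal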
Target sequence (P06280 32-429 limits assumed): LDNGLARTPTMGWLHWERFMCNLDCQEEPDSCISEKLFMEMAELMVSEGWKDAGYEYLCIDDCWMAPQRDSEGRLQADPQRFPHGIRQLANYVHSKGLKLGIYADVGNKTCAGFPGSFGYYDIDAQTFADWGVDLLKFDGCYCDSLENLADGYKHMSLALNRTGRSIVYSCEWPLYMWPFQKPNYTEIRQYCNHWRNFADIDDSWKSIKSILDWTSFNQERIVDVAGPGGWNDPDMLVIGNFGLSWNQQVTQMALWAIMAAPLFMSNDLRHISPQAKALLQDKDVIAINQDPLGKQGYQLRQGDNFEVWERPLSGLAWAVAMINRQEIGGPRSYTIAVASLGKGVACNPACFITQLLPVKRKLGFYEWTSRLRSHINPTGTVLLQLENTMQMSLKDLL
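Fluorogenic readout (Ex 365/Em 440 nm) of 4-methylumbelliferone released from 1 mM 4-MU-alpha-galactoside by spleen homogenate, 40 min at 37C, pH 5.0. Data normalized to no-enzyme and enzyme controls; Hill-equation AC50 from compound titrations.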
Tau ThT inhib = inhibitors of human tau fibril formation, thioflavin T binding. recombinant tau K18 P301L (four-repeat tau fragment), heparin-induced fibrillization, ThT fluorescence. Potency, µM (highest dose often 57.4 µM), for inactives: top-dose activity, negative = inhibition, actives largely listed as inhibitors. 2.1% of 270,000 active. AID 1460; further: nearly all actives have a fitted effect of over 55% in size
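Heparin-induced fibrillization of the P301L-mutant K18 repeat-domain fragment of human tau was followed by ThT binding in quantitative high-throughput format.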
ALDH1A1 block = ALDH1A1 (human) enzyme inhibition; P00352; Purified ALDH1A1, NADH fluorescence, propionaldehyde substrate; Potency, µM (series often up to 75.3 µM), for inactives: at the top dose activity, negative = inhibition, most hits filed as inhibitors; 7.3% of 220,000 active; active means well fitted inhibition curve with a large enough effect, not every such curve was filed as active; inconclusive means small, poorly fitted or top-dose-only effect, or another doubt; inactive means no such curve, though single readings can be large or run the other way;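 further: plate controls were no enzyme wells and a reference inhibitor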
TRb SRC2 PPI = TRbeta-SRC2 interaction inhibition; AID 1469; Potency, µM (top dose mostly 106 µM), for inactives: at the highest dose activity change, negative = inhibition, hits mostly inhibitors; TRbeta-SRC2 peptide binding, fluorescence polarization; receptor liganded with 1 µM T3; 0.065% of 280,000 active;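 further: plate controls were bound peptide for no effect and peptide without receptor for full effect; nearly all actives have a fitted effect of over 50% in size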
Target sequence (P10828 whole entry, looked up): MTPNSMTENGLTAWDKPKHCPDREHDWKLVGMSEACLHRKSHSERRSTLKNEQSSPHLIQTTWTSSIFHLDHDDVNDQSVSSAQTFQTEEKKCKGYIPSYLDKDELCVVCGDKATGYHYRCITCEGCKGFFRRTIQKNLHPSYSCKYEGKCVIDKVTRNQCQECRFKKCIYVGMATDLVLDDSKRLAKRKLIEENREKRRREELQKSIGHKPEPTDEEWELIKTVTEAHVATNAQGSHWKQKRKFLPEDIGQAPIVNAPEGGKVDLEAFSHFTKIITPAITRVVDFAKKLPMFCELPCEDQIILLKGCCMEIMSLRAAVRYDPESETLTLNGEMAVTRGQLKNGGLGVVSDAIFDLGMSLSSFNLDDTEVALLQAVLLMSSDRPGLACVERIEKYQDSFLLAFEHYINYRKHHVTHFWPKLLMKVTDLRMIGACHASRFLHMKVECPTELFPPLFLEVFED
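Quantitative HTS by FP: 0.6 uM TRb LBD, 20 nM labeled SRC2 20-mer, 1 uM T3, 5% DMSO; 5 hr ambient incubation; % activity per concentration and potencies from concentration series.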
TR SRC2 fluor cs = alters Texas Red total fluorescence, flagging assay interference. TRb/SRC2 Texas Red total fluorescence interference. Potency, µM (series often up to 106 µM), without a hit: at the top dose fluorescence change, negative = quenching. 0.29% of 280,000 active; active means well fitted curve in either direction with a large enough effect; inconclusive means small, poorly fitted or top-dose-only effect
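Human TRβ ligand-binding domain (0.6 uM) and Texas Red SRC2 peptide (20 nM) in Tris buffer with 1 uM T3 and 5% DMSO were incubated with pinned compound for 5 hr at ambient temperature. Total fluorescence was computed as S + 2P (555/632 nm).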
* = called active by the depositor; u = inconclusive; x = not tested or not shown; ! = not confirmed by another sample; [ ] = dose if it differs, or a comment. Unless noted, the call rests on the fitted dose curve; in most records, active means well fitted curve in the direction sought with a large enough effect; inconclusive means small, poorly fitted or top-dose-only effect, or another doubt; inactive means no such curve, though single readings can be large; an effect the other way counts as inactive or inconclusive. Unless noted, on the % scale 0 is the no-effect control and ±100 the full control effect; potency means the concentration at half of the fitted maximal effect.

Every second line gives: Tau fluor counter	L3MBTL1 block	Tau FP inhib	GLA spleen mod	Tau ThT inhib	ALDH1A1 block	TRb SRC2 PPI	TR SRC2 fluor cs
O=C(N/N=C/c1ccccc1[N+](=O)[O-])c1ccc2nc[nH]c2c1
→ -7%	4%	-3%	-6%	u	-7%	5%	-2%
CNc1ccc(/C=C(\CCC(=O)O)c2nc3ccccc3s2)cc1[N+](=O)[O-]
→ u	-12%	-16%	6%	3.2µM*	u	3%[53 µM]	-4%[53 µM]
Cc1cc(SCC(=O)c2ccccc2)n2ncc(-c3ccccc3)c2n1
→ u	21%	-14%	-14%	u	x	-7%	-3%
COc1ccc(-n2c(=O)c3ccccc3n(CC(=O)c3ccccc3)c2=O)cc1OC
→ -13%	x	-3%	12%	-2%	-13%	-6%	-2%
COc1ccc(C(=O)Nn2c(SCC(=O)NCc3ccco3)nc3ccccc3c2=O)cc1
→ -3%	-5%	-2%	-2%	-9%	-8%	-1%	-1%
Cc1ccc(CN2CCN(Cc3ccncc3)CC2CCO)o1 (stereo not given)
→ -8%	-1%	u	-4%	-19%	-9%	-9%	-3%
CC(NC(=S)Nc1ccc([N+](=O)[O-])cc1)c1ccncc1 (stereo not given)
→ -27%	-4%	-5%	-4%	-16%	20µM*	-7%	-4%
O=C(CCN1CCCCCC1)Nc1cccc(Cl)c1
→ -7%	2%	4%	-19%	-5%	0%	0%	-5%
Clc1c(-c2nnc3n2CCC3)sc2ccccc12
→ 0%	-9%	9%	4%	-16%	u	-1%	-2%
CCNC(=S)NS(=O)(=O)c1ccc(F)cc1
→ 18%	46%[activator]	7%	-3%	19%	u	-1%	1%
CCOC(=O)c1nnc(-c2cccs2)nc1NC(C)C
→ -2%	0%	3%	2%	-4%	-9%	2%	-5%
O=C1CCC(=O)N1c1cccc(OS(=O)(=O)c2ccccc2)c1
→ 4%	1%	5%	1%	4%	0.35µM*	0%	-3%
CCCN(Cc1nnc(-c2ccccc2Cl)o1)C(=O)c1cc([N+](=O)[O-])cc([N+](=O)[O-])c1
→ -21%	x	-1%	4%	-5%	u	5%	0%
Cc1ccc(NC(=O)Cn2c(=O)n(CCCCC(=O)NCc3ccc4c(c3)OCO4)c(=O)c3ccccc32)cc1
→ -28%	x	-22%	x	1%	x	1%	10%
CCCNC(=O)NCCC12CC3CC(CC(C3)C1)C2
→ -3%	x	5%	7%	0%	1%	6%	4%
Cc1cc(OCCCn2ccnc2)ccc1C(C)C
→ 11%	-5%	0%	-3%	2%	-10%	3%	0%
O=C(CCc1nc2ccccc2[nH]1)Nc1ccc2c(c1)OCCO2
→ -5%	12%	-2%	2%	-1%	8%	1%	-1%
COc1cc(OC)c(C2CC(=O)N3CN(c4ccccc4)CSC3=C2C#N)cc1OC (stereo not given)
→ -25%	-7%	35µM*	-1%	28µM*	8.9µM*	3%	0%
CC1CCCC(NC(=O)C2CCCN2S(=O)(=O)c2cccc3nsnc23)C1C (stereo not given)
→ -9%	x	-7%	-4%	-6%	7%	-8%	0%
Cc1cc(C)n(C(=O)CNC(=O)COc2ccccc2)n1
→ 0%	-2%	5%	4%	-5%	11%	4%	-2%

Other results:
Every second line gives: Tau fluor counter	L3MBTL1 block	Tau FP inhib	GLA spleen mod	Tau ThT inhib	ALDH1A1 block	TRb SRC2 PPI	TR SRC2 fluor cs
O=C(CSc1nnc(NC(=O)c2ccco2)s1)Nc1ccccc1
→ -2%	x	6%	1%	4%	-3%	2%	2%
O=C(Cn1nc(C(=O)O)c2ccccc2c1=O)NC12CC3CC(CC(C3)C1)C2
→ -8%	-5%	-4%	1%	-5%	-4%	-7%	-8%
CCC1OCCC=CC1C (stereo not given)
→ -6%[11.6 µM]	x	-7%[11.6 µM]	6%[17.5 µM]	-6%[11.5 µM]	5%[13.5 µM]	6%[11.2 µM]	-3%[11.2 µM]
Cc1ccccc1NC(=O)c1c(C)[nH]c(=S)c(C#N)c1-c1ccco1
→ -3%	-2%	-3%	-1%	-18%	-1%	2%	-4%
COc1ccc(NC(=O)COc2ccc(C)cc2)c([N+](=O)[O-])c1
→ -17%	x	-2%	3%	u	0%	1%	-3%
CCn1cc(C(=O)O)c(=O)c2cc(F)c(N3CCN(C(=S)NC(=O)c4ccc(F)c(F)c4)CC3)cc21
→ -9%	-13%	4%	5%	1%	u	-3%	-1%
Cc1cc(-n2nnc3ccccc32)nc2ccccc12
→ 7%	-5%	6%	11%	9%	-31%	-7%	-5%
O=C(Cn1ncn2nc(-c3cccs3)cc2c1=O)NCc1ccc(Cl)cc1
→ -2%	x	-2%	x	5%	x	5%	-2%
O=C1NC(=O)/C(=C\c2ccccc2OCc2ccc([N+](=O)[O-])cc2)N1
→ -28%	7%	0%	-1%	u	4%	4%	-3%
Cc1cc(C)n2ncnc2n1
→ -7%	x	1%	3%	-8%	17%	0%	0%
Cc1cccc(NC(=O)C2CCN(S(=O)(=O)c3c(C)noc3/C=C/c3ccco3)CC2)c1
→ -29%	x	-11%	x	5%	x	-5%	0%
O=C(COC(=O)c1ccco1)Nc1ccccc1[N+](=O)[O-]
→ -4%	2%	-2%	2%	-5%	-6%	-3%	0%
Cc1nc(NC(=O)CSc2cc(C)c3ccccc3n2)c(Cl)cc1Cl
→ 5%	-11%	3%	3%	8%	2%	8%	2%
S=C(NCc1ccccc1)N1CCN(C2CCCCC2)CC1
→ -15%	x	-2%	6%	x	x	-2%	1%
COc1ccccc1-n1cc(-c2ccc([N+](=O)[O-])cc2)[nH]c1=S
→ -19%	-12%	-1%	-10%	u	4%	-4%	-1%
COc1cccc(/C=N/NC(=O)CCc2c(C)n[nH]c2C)c1
→ 1%	x	4%	-2%	2%	4%	-16%	1%
CC(=O)N1CCN(C(=O)c2cccc(S(=O)(=O)Nc3ccc(C)cc3)c2)CC1
→ 5%	x	0%	5%	3%	6%	-2%	2%
COC(=O)CCCC1=CC2=CC(=O)C(C)(OC(=O)c3cccs3)C(=O)C2=CN1CCc1ccccn1 (stereo not given)
→ -9%[11.6 µM]	x	u	3%[17.5 µM]	11µM*!	-12%[13.5 µM]	-3%[11.2 µM]	-2%[11.2 µM]
Cc1ccccc1OCC(=O)N1CCC(c2nc3ccccc3s2)CC1
→ -4%	x	7%	x	-11%	x	1%	-22%
CC(C)c1cc(-c2cc(C(=O)NCc3ccccc3)on2)nc(NC2CCCC2)n1
→ -26%	x	-10%	3%	-14%	x	5%	-1%

(list continues)
Every second line gives: Tau fluor counter	L3MBTL1 block	Tau FP inhib	GLA spleen mod	Tau ThT inhib	ALDH1A1 block	TRb SRC2 PPI	TR SRC2 fluor cs
O=C(O)C1CCN(S(=O)(=O)c2cccnc2)CC1
→ -2%	0%	-4%	-14%	-3%	10%	-2%	0%
COc1cc(C(=O)Nc2nc3ccccc3[nH]2)cc(OC)c1OC
→ -3%	2%	-6%	-1%	-13%	0%	5%	-2%
Cc1noc(C)c1CSc1nnc(C)c(=O)[nH]1
→ 8%	25%	-10%	5%	8%	18%	1%	-3%
COC(CNC(=O)C1CCCN1C(=O)OCc1ccccc1)OC (stereo not given)
→ -10%	x	-4%	-2%	-9%	15%	-5%	-1%
CC(=O)Nc1ccc2c(c1)OCCOCCOc1cc(NC(C)=O)ccc1OCCOCCOCCO2
→ 0%	-3%	2%	3%	-1%	3%	4%	-2%
CC1=C(C(=O)OCC2CCCO2)C(c2ccncc2)C2=C(CC(C)(C)CC2=O)N1 (stereo not given)
→ 5%	-12%[11.4 µM]	-2%	u	-3%	u	-13%	-1%
Cc1nc2ncnn2c(C)c1CCC(=O)NC(C)CCc1ccco1 (stereo not given)
→ 6%	4%	2%	1%	-2%	13%	-10%	-1%
O=S(=O)(c1ccc(Br)cc1)c1nnn2c1nc(NCc1ccc3c(c1)OCO3)c1sccc12
→ -24%	x	u	x	u	x	-6%	-1%
Cc1c(C(=O)NCc2ccc(F)cc2)sc2nc(-c3ccccc3)cn12
→ -18%	x	u	x	2%	x	1%	-5%
COC(=O)Cn1c2ccccc2c2nc(C)sc21
→ 2%	x	-2%	5%	-2%	-2%	2%	1%
CCc1ccc(NC(=O)Cc2c(C(=O)O)c(C)cn2C)cc1
→ -12%	x	6%	x	-6%	x	3%	2%
C/C(Cl)=C/Cn1c(NCCN(C)C)nc2c1c(=O)n(C)c(=O)n2C
→ -7%	u	-10%	-1%	-16%	10%	5%	1%
Cc1sc2c(c1C)CN(CCN1CCOCC1)CN2C(=O)c1ccccc1
→ -12%	x	-6%	-5%	-16%	0%	4%	-1%
CN1CCN(CC(=O)Nc2c(C(=O)C3CC3)oc3ccccc23)CC1
→ 7%	0%	-2%	4%	-4%	-6%	-6%	-2%
CCC(=O)N1CCc2cc(S(=O)(=O)NCCC(=O)N3CCc4ccccc4C3)ccc21
→ -4%	-9%	5%	-4%	-8%	18µM*	9%	1%
Cc1ccc(-c2csc3ncnc(NCCN4CCOCC4)c23)cc1
→ -10%	-4%	-2%	9%	-17%	7%	9%	2%
Cn1ncc2c(Nc3ccc(Br)cc3)nc(Nc3ccc(Br)cc3)nc21
→ u	5%	10µM*	-1%	u	u	-2%	-2%
COc1ccccc1Nc1nc(=O)[nH]nc1C
→ -6%	x	-2%	3%	-5%	10%	-20%	-1%
O=C(Nc1ccc(-c2nc3cc(NC(=O)c4ccc(Cl)cc4)ccc3o2)cc1)c1ccc(Cl)cc1
→ -5%	x	u	x	u	x	-4%	-2%
COC(=O)C1=C(C)NC(C)=C(C(=O)OC)C1c1cn(-c2ccccc2)nc1-c1ccco1
→ u	-5%	5%	-4%	-17%	u	-16%	-2%
CCN(CC)c1cc(-c2ccccc2)ncn1
→ 0%	9%	-3%	-7%	-2%	2%	-7%	2%
N=C1S/C(=C\c2ccc(O)cc2)C(=O)N1c1ccc(F)cc1
→ -28%	x	0%	-16%	-5%	5%	u	u
CC(=O)c1ccc(NC(=O)C(C)n2c3ccccc3c3nc(=O)cc(C)n32)cc1 (stereo not given)
→ -4%	x	2%	26%	x	x	-7%	-8%

Reformatted in CSV form: entries from further up
smiles,Tau fluor counter,L3MBTL1 block,Tau FP inhib,GLA spleen mod,Tau ThT inhib,ALDH1A1 block,TRb SRC2 PPI,TR SRC2 fluor cs
C/C(Cl)=C/Cn1c(NCCN(C)C)nc2c1c(=O)n(C)c(=O)n2C,-7%,u,-10%,-1%,-16%,10%,5%,1%
Cc1sc2c(c1C)CN(CCN1CCOCC1)CN2C(=O)c1ccccc1,-12%,x,-6%,-5%,-16%,0%,4%,-1%

Compound activity deposited in PubChem BioAssay by National Center for Advancing Translational Sciences (NCATS).
